Runt-CBFb FRET: blocks binding of human RUNX1 Runt domain to CBFb; Q01196+Q13951; Cerulean-Runt/Venus-CBFb FRET ratio 530/480, 1 h; inhibition, % at 20 µM; 220,000 compounds, 0.46% hits;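 active means inhibition over about 50% at 20 µM in the single-dose screen, limit read from the data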;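 further: 0% = DMSO wells and 100% = excess unlabeled CBFb competitor control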
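Assay system: Cerulean-Runt domain / Medium: Tris 50 mM pH 7.5, KCl, K2SO4, 0.01% BSA / Timing: protein complex preformed 1 h, compound exposure 1 h, room temperature, dark / Measured by: FRET, excitation 422 nm, emission at 530 and 480 nm / Evaluation: loss of energy transfer signal / Control set: 5 µM unlabeled CBFb as full-inhibition high control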
RBBP9 inhibitor: human RBBP9 hydrolase inhibition | AID 1515 | O75884 | 220,000 compounds, 0.2% hits | inhibition, % at 7.94 µM | recombinant RBBP9, FP-Rh probe fluorescence polarization;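 active means inhibition above the campaign mean of all tested compounds plus 3 SD, cut at about 14% in these data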;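 further: plate controls were DMSO wells with RBBP9 for no effect and wells lacking RBBP9 protein for full effect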
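Material: RBBP9 protein. Amount: RBBP9 at 2.5 µM in dispensed solution, before mixing. Schedule: 30 min then 45 min, 25 °C. Medium: Tris buffer pH 8.0, NaCl, Pluronic. Measured by: fluorescence polarization. Measure: percent inhibition from mP, scaled between DMSO and no-protein wells. Replication: one well per compound.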
NPY-Y1 PAM-ag: potentiators or agonists of human neuropeptide Y receptor Y1; P25929; NPY-Y1 expressing cells, potentiator/agonist activation; activation, % at 3.6 µM; 220,000 compounds, 0.37% hits; AID 1304; in the data active means activation above about 33%, passing the limit was not always enough;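 further: cells stimulated with NPY at EC10 then isoproterenol at EC100; 0% = low agonist plus stimulus and 100% = saturating agonist plus stimulus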
BaF3 parental: counter-screen for JAK2V617F inhibitors: parental Ba/F3 viability inhibitors; CellTiter-Glo ATP luminescence; 220,000 compounds, 1.1% hits; inhibition, % at 5.6 µM;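 active means inhibition above a per-campaign cutoff, the mean inhibition of all tested compounds plus 3 SD, cut at about 27% in these data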;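 further: 0% = DMSO wells and 100% = JAK Inhibitor I control wells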
Ba/F3 V617F tox: loss of viability in JAK2V617F-driven Ba/F3 cells | Ba/F3 EpoR-JAK2V617F viability, ATP luminescence | inhibition, % at 5.6 µM | 220,000 compounds, 1.1% hits | AID 1446;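 active means inhibition above the campaign mean plus 3 SD over all tested compounds, cut at about 24% in these data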;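 further: cytokine-independent growth of Ba/F3 cells driven by EpoR plus mutant JAK2; 0% = DMSO-treated cells and 100% = JAK inhibitor I control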
NPY-Y1 antag: NPY-Y1 (human) receptor antagonism; inhibition, % at 3.6 µM; HEK293-CNG Y1 cells, membrane potential fluorescence; NPY at EC95, then isoproterenol; P25929; AID 1040; 200,000 compounds, 1% hits;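 active means inhibition above the campaign mean inhibition of all tested compounds plus 3 SD, cut at about 20% in these data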;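 further: 0% = DMSO wells given NPY plus isoproterenol and 100% = isoproterenol alone without NPY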
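Benchmarks – high control isoproterenol alone, low control NPY with isoproterenol · Material – HEK293 Y1/CNG channel cell line · Times – dye 3 h, compound 60 min room temperature, stimulation 45 min · Probe or stimulus – NPY (25 nM), isoproterenol (1 µM), Ro 20-1724 (25 µM) · Evaluation – % inhibition of NPY effect · Signal – fluorescence, membrane potential probe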
S1P4 ag: agonists of human S1P4 receptor | O95977 | S1P4-expressing cell line, agonist reporter assay | activation, % at 4.98 µM | 220,000 compounds, 0.35% hits; in the data active means activation above about 11%;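 further: 0% = DMSO vehicle and 100% = reference agonist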
Target sequence (O95977 whole entry, looked up): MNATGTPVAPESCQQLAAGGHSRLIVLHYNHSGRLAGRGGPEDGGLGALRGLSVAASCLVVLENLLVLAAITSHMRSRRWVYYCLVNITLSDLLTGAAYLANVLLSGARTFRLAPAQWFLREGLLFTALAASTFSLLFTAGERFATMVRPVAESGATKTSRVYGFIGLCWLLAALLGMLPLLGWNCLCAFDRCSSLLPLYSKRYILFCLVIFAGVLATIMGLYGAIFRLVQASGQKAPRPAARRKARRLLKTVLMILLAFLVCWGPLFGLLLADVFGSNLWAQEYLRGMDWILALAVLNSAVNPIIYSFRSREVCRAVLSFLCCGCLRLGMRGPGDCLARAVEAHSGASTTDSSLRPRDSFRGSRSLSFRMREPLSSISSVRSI
S1P4 antagonist: human S1P4 receptor antagonism | O95977 | S1P4-expressing cells, antagonist mode, reporter read-out | inhibition, % at 4.98 µM | 220,000 compounds, 0.26% hits | AID 1510; in the data active means inhibition above about 29%;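 further: 0% = wells stimulated with agonist and 100% = vehicle wells without agonist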
NPY-Y2 PAM-ag: potentiators or agonists of human neuropeptide Y receptor Y2; cells expressing NPY-Y2, potentiator/agonist read-out; activation, % at 3.6 µM; 220,000 compounds, 0.45% hits; in the data active means activation above about 27%;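 further: cells stimulated with NPY near EC25 plus isoproterenol at EC100; 0% = vehicle plus submaximal agonist and 100% = vehicle plus saturating agonist; some results beyond the cut were filed as inactive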
Target sequence (P49146 whole entry, looked up): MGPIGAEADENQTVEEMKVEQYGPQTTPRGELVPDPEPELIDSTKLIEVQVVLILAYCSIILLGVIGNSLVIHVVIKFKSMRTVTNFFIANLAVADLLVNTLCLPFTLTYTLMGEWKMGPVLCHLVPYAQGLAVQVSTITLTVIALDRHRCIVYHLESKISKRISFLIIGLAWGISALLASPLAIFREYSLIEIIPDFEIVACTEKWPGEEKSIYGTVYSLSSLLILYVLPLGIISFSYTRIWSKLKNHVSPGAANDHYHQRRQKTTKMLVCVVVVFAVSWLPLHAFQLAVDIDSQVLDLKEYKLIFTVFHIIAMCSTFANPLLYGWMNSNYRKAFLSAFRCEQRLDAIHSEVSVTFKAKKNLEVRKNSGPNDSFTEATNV
Numbers without * were called inactive; x = no result given.

compound	Runt-CBFb FRET	RBBP9 inhibitor	NPY-Y1 PAM-ag	BaF3 parental	Ba/F3 V617F tox	NPY-Y1 antag	S1P4 ag	S1P4 antagonist	NPY-Y2 PAM-ag
CCOc1ccc(S(=O)(=O)NCc2csc(C)n2)cc1	0	-7	-6	3	3	-2	-2.4	-12	-10
CS(=O)(=O)c1ncc(CO)n1Cc1ccccc1	1	-3	28	4	3	-5	-1.6	-3	-20
Nc1cccc(Oc2c(F)c(F)c(Oc3cccc(N)c3)c(F)c2F)c1	0	-5	3	4	-4	x	1.4	-9	6
O=c1[nH]cc(S(=O)(=O)c2ccccc2)[nH]1	-1	3	19	4	-1	5	-0.1	-6	-4
COCCNC(=O)CN1C(=O)CSc2ncccc21	x	-3	5	1	-3	-5	1.1	0	7
Oc1c(Cl)cc(Cl)c(Cl)c1Cc1c(O)c(Cl)cc(Cl)c1Cl	-2	-8	-13	26	9	6	0.8	-7	56*
CC(/C=C/c1ccco1)=N\NC(=O)c1cccnc1	6	1	-9	0	-3	5	1.7	-5	3
CCN(CC(=O)NC(=O)NCc1ccccc1)Cc1nc2ccccc2c(=O)[nH]1	3	-10	-4	11	4	2	-2.0	-9	-8
COc1ccc(C(=O)NC2(C(F)(F)F)NC(=O)N(CCCc3ccccc3)C2=O)c(OC)c1OC (configuration not stated)	-4	-12	-32	6	1	2	-1.1	-6	-7
O=C(COc1ccc(Cl)cc1)NCc1nnc(SCC(=O)N2CCCCCC2)o1	-1	1	5	6	1	1	0.3	-7	7
Fc1cc(Br)ccc1NC(=S)Nc1ccccc1	2	-7	26	0	-2	1	-3.1	-10	-2
Cc1c(Cl)cnc(NC(=O)COC(=O)c2ccc3ncsc3c2)c1Cl	-5	-6	-24	0	-3	3	-2.5	-22	-1
[N-]=[N+]=CC(=O)CNC(=O)[C@@H](Cc1ccccc1)N1C(=O)c2ccccc2C1=O	0	-4	-2	9	6	5	-0.5	14	-20
O=C(COc1cccc([N+](=O)[O-])c1)N/N=C/c1ccco1	0	-14	-2	9	1	-1	1.7	-6	3
CCOC(=O)CCCc1ccc(/C(C)=N/NC(=S)NC)cc1	-1	-1	-1	-2	-3	x	1.5	2	-16
Cc1ccc(C)c(SCC(=O)NCc2ccco2)c1	-1	-1	5	3	4	5	-1.1	-5	-5
CC(Sc1nnc(NCc2ccccc2)s1)C(=O)Nc1ccc2c(c1)C(=O)c1ccccc1C2=O (configuration not stated)	-1	9	-6	5	-5	-10	0.0	-3	4
CC1CCN(C(=S)SCc2nc(N)nc(Nc3ccccc3)n2)CC1	1	-6	15	2	-4	x	-0.5	-5	-4
Cc1cc(C)c(NC2=NS(=O)(=O)c3ccccc32)c(C)c1	1	-4	-4	7	1	1	2.3	-5	3
O=C(Oc1ccc(OC(=O)c2ccco2)c(S(=O)(=O)c2ccc(Cl)cc2)c1)c1ccco1	1	-7	3	3	0	5	-1.0	3	-2
COC(=O)CNC(=O)C(C)NC(=O)CNC(=O)OCc1ccccc1 (configuration not stated)	x	0	10	2	-6	-1	1.0	8	-24
COc1ccc(-c2cc(C(=O)NCCN3CCOCC3)c3ccccc3n2)cc1	-2	-11	-9	3	-1	7	-1.1	-22	11
Cn1cnnc1Sc1nc2c(c(=O)n(C)c(=O)n2C)n1Cc1ccccc1Cl	-1	-2	-10	10	6	8	0.6	-23	-12
CCn1c(SCC(=O)OC(C)C)nnc1-c1cccc(Cl)c1	-2	-7	-15	0	-2	6	0.9	-28	10

Reformatted: results already given.
Order of values: Runt-CBFb FRET | RBBP9 inhibitor | NPY-Y1 PAM-ag | BaF3 parental | Ba/F3 V617F tox | NPY-Y1 antag | S1P4 ag | S1P4 antagonist | NPY-Y2 PAM-ag
Cc1cc(C)c(NC2=NS(=O)(=O)c3ccccc32)c(C)c1
    1 | -4 | -4 | 7 | 1 | 1 | 2.3 | -5 | 3
O=C(Oc1ccc(OC(=O)c2ccco2)c(S(=O)(=O)c2ccc(Cl)cc2)c1)c1ccco1
    1 | -7 | 3 | 3 | 0 | 5 | -1.0 | 3 | -2
COC(=O)CNC(=O)C(C)NC(=O)CNC(=O)OCc1ccccc1 (configuration not stated)
    x | 0 | 10 | 2 | -6 | -1 | 1.0 | 8 | -24
COc1ccc(-c2cc(C(=O)NCCN3CCOCC3)c3ccccc3n2)cc1
    -2 | -11 | -9 | 3 | -1 | 7 | -1.1 | -22 | 11
Cn1cnnc1Sc1nc2c(c(=O)n(C)c(=O)n2C)n1Cc1ccccc1Cl
    -1 | -2 | -10 | 10 | 6 | 8 | 0.6 | -23 | -12
CCn1c(SCC(=O)OC(C)C)nnc1-c1cccc(Cl)c1
    -2 | -7 | -15 | 0 | -2 | 6 | 0.9 | -28 | 10

(listing goes on)
compound	Runt-CBFb FRET	RBBP9 inhibitor	NPY-Y1 PAM-ag	BaF3 parental	Ba/F3 V617F tox	NPY-Y1 antag	S1P4 ag	S1P4 antagonist	NPY-Y2 PAM-ag
CC(=O)COC(=O)C1CC(=O)N(c2ccc(C)c(C)c2)C1 (configuration not stated)	0	1	12	5	-3	2	0.3	-19	-7
COc1ccccc1N1CCN(/N=C\C(Br)=C\c2ccccc2)CC1	5	-1	10	6	1	0	0.0	-16	6
O=C(/C=C/c1c[nH]c2ccccc12)c1cccc2ccccc12	20	-7	-14	1	-3	-4	0.9	-10	4
O=[N+]([O-])c1ccc(C2CN=C(Nc3ccccc3)S2)cc1 (configuration not stated)	0	-4	-12	3	2	2	1.4	-17	-5
O=C(O)c1ccc(N/N=C/c2cccc3nccnc23)cc1	-8	-7	18	-3	-1	x	-0.2	21	1
Cc1ccc2c(c1)c(C)cc[n+]2Cc1ccccc1	-1	-1	-5	70*	94*	4	-1.0	-18	-6
Cn1nccc1NS(=O)(=O)c1ccc(F)cc1	3	-11	-5	-4	-3	x	-1.0	5	6
O=S(=O)(c1ccccc1)c1nc(-c2ccccc2Cl)oc1NCCN1CCOCC1	0	-6	-21	5	4	0	-1.4	-25	-15
CC(=O)OC(C(=O)NC1CCCCC1)c1ccccc1F (configuration not stated)	1	4	12	3	-3	3	-0.6	-19	8
C/C(=N\NC(=S)NC1CCCCC1)c1ccccc1	0	-8	10	3	-5	5	-0.2	-8	-5
CC(=O)NC12CC3CC(C)(C1)CC(NC(C)=O)(C3)C2	2	6	24	2	1	0	2.9	-1	14
COc1ccccc1/C=C(/C(=O)OCC(=O)NCc1ccccc1)c1ccccc1	-2	-13	9	3	-2	7	2.8	-16	0
CCOC(=O)c1cc(-c2ccccc2)nn1CCC#N	-3	-2	7	2	-1	-3	1.4	-10	8
COC(=O)c1ccc(CSc2nnc(CNC(=O)c3ccccc3F)o2)o1	0	-2	-16	2	1	-5	-0.1	2	-3
Cc1cccc(OC(=O)Cn2c(C(F)(F)F)nc3ccccc32)c1	-1	-7	18	4	2	6	-1.4	-12	-2
O=C(CSc1nc2ccccc2c(=O)[nH]1)Nc1ccc(S(=O)(=O)N2CCCC2)cc1	-2	-10	0	0	0	-1	0.0	14	21
Cc1ccc(OCC(O)CN2CCN(CC(O)COc3ccc(C)cc3)CC2)cc1 (configuration not stated)	0	-10	-16	1	-4	17	2.6	5	5
C=CCOc1ccc(C=Nc2ccc(C)c(Cl)c2)c(O)c1	0	-7	10	9	-2	3	0.4	-6	-7
CN(CC1CCOCC1)C(=O)CC1C(=O)NCCN1Cc1ccc(Cl)c(F)c1 (configuration not stated)	-1	-3	-6	-2	0	x	-1.2	-3	-4
Cc1cc(C)cc(OCC(=O)OCC(=O)NCCC2=CCCCC2)c1	-5	4	-1	3	-1	4	1.3	-14	7
CCCCCCOC(=O)Cc1c(C)nc(N)[nH]c1=O	0	-7	12	-3	-5	x	0.4	-22	16
COCCN1C(=O)C(=O)/C(=C(/O)c2cccc(OC)c2)C1c1ccco1 (configuration not stated)	3	6	-15	0	-1	5	0.1	-11	1
COc1ccc2nc(N/C(N)=N/C(=S)Nc3c(C)cccc3C)nc(C)c2c1	3	6	2	24	19	11	4.2	-18	3
CCSc1nc2c(cnn2-c2ccc(C)c(C)c2)c(=O)[nH]1	2	-8	-4	2	-3	-5	0.4	-14	-9
COC(=O)C1SCC2C(=O)N(Cc3ccc(Cl)cc3)CC(=O)N21 (configuration not stated)	0	-5	-3	4	2	2	0.8	-20	2
CC12CCC(C(=O)NCCc3ccccc3)(OC1=O)C2(C)C (configuration not stated)	0	-2	14	-3	0	5	-1.3	4	13
Cc1cccn2cc(CCNS(=O)(=O)c3ccc4c(c3)OCCO4)nc12	0	-2	9	9	-3	3	0.9	-12	-5

Source: PubChem BioAssay (several laboratories)
